Assay outcomes as filed in PubChem.
M4 ag = CHRM4 agonism in calcium assay | P08173 | CHO-K1 hM4/Gqi5, Fluo-8 calcium fluorescence; vehicle 0%, full acetylcholine response 100% | activation, % at 3 µM | 0.14% of 360,000 active | AID 624127;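 active = activation above the run mean over all test wells plus 3 SD, cut at about 32% in these data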;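 also: peak over basal fluorescence ratio per well then scaled between controls; 0% = DMSO wells and 100% = acetylcholine at EC100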
M5 antag = CHRM5 antagonism in calcium assay; CHO-hM5 cells, Fluo-8 calcium fluorescence, ACh EC80; 0.59% of 360,000 active; AID 624040; inhibition, % at 3 µM;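 active = inhibition above a per-plate cutoff, the mean of that plate's test compounds plus 3 SD, cut at about 27% in these data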;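 also: 0% = acetylcholine EC80 with DMSO and 100% = DMSO without agonist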
M5 PAM = CHRM5 positive allosteric modulation. P08912. CHO-K1 hM5, Fluo-8 calcium, ACh EC20 PAM; 0% = ACh EC20, 100% = ACh EC100. activation, % at 3 µM. 0.3% of 360,000 active. AID 624038;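 active = activation above the run cutoff, the mean activation of all test compounds plus 3 SD, cut at about 18% in these data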
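Assay system – human M5 receptor in CHO-K1 cells · Read-out – % activation, ACh-normalized · Technique – Fluo-8 calcium fluorescence · Dosing – single-point, 3 µM nominal · Incubation – Fluo-8 loading 80 min at 37 °C plus 30 min room temperature · Repeats – singlicate, one well per test compound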
M1 PAM = human CHRM1 positive allosteric modulation; P11229; CHO-K1 hM1, Fluo-8 calcium fluorescence, ACh EC20; 0% = ACh EC20, 100% = maximal ACh; activation, % at 3 µM; 0.088% of 360,000 active; AID 588819; in the data active = activation above about 19%, passing the limit was not always enough
Target sequence (P11229 whole entry, looked up): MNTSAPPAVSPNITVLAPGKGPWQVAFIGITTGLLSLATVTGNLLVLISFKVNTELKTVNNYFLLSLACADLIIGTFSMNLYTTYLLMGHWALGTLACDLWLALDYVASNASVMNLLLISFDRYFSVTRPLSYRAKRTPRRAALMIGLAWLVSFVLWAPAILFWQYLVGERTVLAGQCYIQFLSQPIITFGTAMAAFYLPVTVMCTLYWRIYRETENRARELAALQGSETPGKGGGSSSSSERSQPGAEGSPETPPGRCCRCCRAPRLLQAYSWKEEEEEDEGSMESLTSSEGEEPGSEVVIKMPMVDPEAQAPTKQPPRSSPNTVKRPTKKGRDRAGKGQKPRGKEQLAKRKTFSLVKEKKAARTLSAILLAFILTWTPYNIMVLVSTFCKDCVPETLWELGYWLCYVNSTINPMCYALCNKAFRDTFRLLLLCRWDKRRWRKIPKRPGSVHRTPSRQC
CHRM1 antagonist = blocks human M1 muscarinic receptor; CHO-K1 hM1, Fluo-8 calcium fluorescence, ACh EC80 antagonist; AID 588852; inhibition, % at 3 µM; P11229; 1.3% of 360,000 active;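 active = percent inhibition above its own plate's cutoff, namely the mean of that plate's compound wells plus 3 SD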;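 also: peak over basal fluorescence ratio during 140 s after agonist addition; 0% = ACh EC80 plus DMSO and 100% = DMSO alone without agonist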
TAAR1 agonist = agonists of human TAAR1; Q96RJ0; CHO RD-HGA16 TAAR1, Fluo-8 calcium fluorescence; vehicle wells 0%, saturating PEA agonist 100%; activation, % at 3 µM; 0.99% of 360,000 active;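 active = activation above the mean activation of all test compounds in the run plus 3 SD, cut at about 38% in these data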
Target sequence (Q96RJ0 whole entry, looked up): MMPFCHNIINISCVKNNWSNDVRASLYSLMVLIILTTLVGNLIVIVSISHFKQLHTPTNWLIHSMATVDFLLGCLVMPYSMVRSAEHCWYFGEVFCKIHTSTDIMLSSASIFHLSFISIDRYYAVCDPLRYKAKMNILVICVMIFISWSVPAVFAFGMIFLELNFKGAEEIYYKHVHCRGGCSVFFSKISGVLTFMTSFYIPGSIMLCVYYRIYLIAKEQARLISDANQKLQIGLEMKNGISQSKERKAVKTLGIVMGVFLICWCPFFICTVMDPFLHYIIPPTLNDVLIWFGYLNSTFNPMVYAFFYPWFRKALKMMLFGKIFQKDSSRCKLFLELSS
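Test system: RD-HGA16 (CHO) cells co-expressing Gα16 and hTAAR1; dosing: one-point dosing at 3 µM (nominal); timing: 17-24 h seeding, 75 min 37 °C dye, 30 min RT; signal: kinetic Fluo-8 calcium fluorescence; read-out basis: % activation relative to PEA EC100 response; controls: DMSO and PEA EC100; replicates: n 1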
M1 ag = activates human CHRM1 receptor; activation, % at 3 µM; CHO-K1 hM1, Fluo-8 calcium fluorescence, agonist mode; 0% DMSO, 100% acetylcholine EC100; 0.33% of 360,000 active;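 active = activation above the run's mean compound activation plus 3 SD, cut at about 16% in these data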;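 also: peak over basal fluorescence ratio within a 140 s kinetic read after compound addition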
CHRM5 agonist = agonists of human muscarinic M5 receptor (CHRM5); CHO-K1 hM5 cells, Fluo-8 calcium fluorescence; 0% DMSO wells, 100% maximal acetylcholine response; activation, % at 3 µM; 0.19% of 360,000 active;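 active = activation above the run's mean over test compounds plus 3 SD, cut at about 23% in these data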;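 also: signal is peak over basal fluorescence ratio across the kinetic read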
M4 antag = blocks acetylcholine activation of human M4 receptor; 0.73% of 360,000 active; P08173; CHO-hM4 cells, ACh EC80, Fluo-8 calcium fluorescence; inhibition, % at 3 µM;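 active = inhibition above its plate's cutoff, the mean inhibition of sample wells plus 3 SD, cut at about 27% in these data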;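 also: 0% = acetylcholine EC80 with DMSO and 100% = DMSO without agonist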
Active calls of the source: *; nt = no result given. The list is partial, so the mix of outcomes need not match the whole.

SMILES	M4 ag	M5 antag	M5 PAM	M1 PAM	CHRM1 antagonist	TAAR1 agonist	M1 ag	CHRM5 agonist	M4 antag
CCSc1nc(O)c(C(c2cccc(OC)c2)c2c(O)nc(SCC)[nH]c2=O)c(=O)[nH]1	1	2	9	5	-11	6	-4	-3	-10
N#CCCn1cc(C(=O)NCc2ccccc2)c(-c2cccs2)n1	2	16	1	10	-13	1	-2	0	0
COC(=O)Nc1ccc(S(=O)(=O)N2CCCC(C(=O)NCC3CCCO3)C2)cc1 (stereo not drawn)	2	7	-6	6	-4	0	-3	1	9
O=C(O)CNC(=O)CC12CC3CC(CC(C3)C1)C2	1	-3	1	3	-30	5	-1	0	-9
CCc1nc2ccccc2c2nc3ccccc3n12	4	-7	-4	-5	-22	4	-2	-5	-9
CCCOc1ccc(F)cc1-c1cc(C(=O)Nc2ccc(OC)cc2C)[nH]n1	1	3	2	-8	1	2	-5	-1	-1
COC1=C/C(=C/c2c(N)n3nc(CC(=O)N4CCCC4)sc3nc2=O)C=CC1=O	1	15	-4	0	-1	5	-1	-3	5
CCOc1cc(CNCCO)cc(Br)c1OCc1cccs1	15	-1	-4	-4	13	nt	-3	0	1
O=C(CSc1ccccn1)c1ccc2c(c1)OCO2	0	1	3	7	-1	10	-4	-7	4
O=S(=O)(c1ccc2c(c1)nc1n2CCC1)N1CCOCC1	1	-5	7	4	-1	9	-4	-2	5
CC(C)=CCC(C)(C)C1OCCN1C(=O)Nc1ccccc1 (stereo not drawn)	0	-3	0	8	-7	4	-3	-1	6
CC(N)c1csc(Nc2nncc3ccccc23)n1 (stereo not drawn)	1	3	-2	9	102*	23	-9	4	-4
Cc1ccc(-n2c(-c3ccccc3)n[nH]c2=S)cc1	1	0	0	-4	17	2	-3	-5	-6
CC1(C(=O)NS(=O)(=O)c2ccccc2C(F)(F)F)CCN1C(=O)CCC1CCCC1 (stereo not drawn)	1	2	-2	-4	1	9	-2	-2	-15
CC1C(=O)N2CCCc3cc(NC(=O)C(=O)NCc4cccnc4)cc1c32 (stereo not drawn)	0	-4	-1	2	4	0	-2	4	7
COc1ccc(/C=C\C(=O)c2c(O)ccc3c(C)cc(=O)oc23)cc1OC	4	8	-2	-7	11	14	-4	-3	-10
CCC(C)c1ccccc1N1CC(C(=O)N2CCN(C(=O)c3ccco3)CC2)CC1=O (stereo not drawn)	1	-1	1	9	-6	-1	1	4	-2
CCOc1cc(CN2CCCC(CO)(Cc3ccc(F)cc3F)C2)ccc1OC (stereo not drawn)	2	-7	-2	9	-24	3	-6	1	2
O=Cc1ccc(-c2ccccc2OC(F)(F)F)o1	1	-5	1	6	-40	15	2	2	1
O=c1c2ccccc2cnn1Cc1n[nH]c(=S)n1-c1ccccc1	0	0	-1	12	-3	6	0	0	-12
Cc1cc(OC(=O)Cc2cccc3ccccc23)c([N+](=O)[O-])c(=O)[nH]1	0	-4	1	12	-7	2	-7	2	0
O=C1CCCCC1C(O)(C(=O)c1ccccc1)c1ccccc1 (stereo not drawn)	-3	11	-2	2	-9	-1	-7	-2	6
Cc1cc(C)c(NS(=O)(=O)c2ccc(NC(=O)CCC(=O)O)cc2)c(C)c1	0	-2	2	2	3	2	-9	2	5
CC(N)c1csc(Nc2ccc(C(=O)NCCCO)cn2)n1 (stereo not drawn)	1	-8	1	14	-27	16	-1	1	-7
O=C(Nc1ccccc1)C1=C[C@@H](c2coc3ccccc3c2=O)C[C@@H](OCc2ccc(CO)cc2)O1	10	24	-14	-2	9	8	-7	-2	2

In the list so far, two contain a CF3 group:
SMILES	M4 ag	M5 antag	M5 PAM	M1 PAM	CHRM1 antagonist	TAAR1 agonist	M1 ag	CHRM5 agonist	M4 antag
CC1(C(=O)NS(=O)(=O)c2ccccc2C(F)(F)F)CCN1C(=O)CCC1CCCC1 (stereo not drawn)	1	2	-2	-4	1	9	-2	-2	-15
O=Cc1ccc(-c2ccccc2OC(F)(F)F)o1	1	-5	1	6	-40	15	2	2	1

Five compounds out of the list above, arranged by the value under M5 antag, descending.
molecule,M4 ag,M5 antag,M1 PAM,CHRM1 antagonist,M1 ag,CHRM5 agonist,M4 antag
CC(N)c1csc(Nc2nncc3ccccc23)n1 (stereo not drawn),1,3,9,102*,-9,4,-4
CC1(C(=O)NS(=O)(=O)c2ccccc2C(F)(F)F)CCN1C(=O)CCC1CCCC1 (stereo not drawn),1,2,-4,1,-2,-2,-15
O=c1c2ccccc2cnn1Cc1n[nH]c(=S)n1-c1ccccc1,0,0,12,-3,0,0,-12
CCOc1cc(CN2CCCC(CO)(Cc3ccc(F)cc3F)C2)ccc1OC (stereo not drawn),2,-7,9,-24,-6,1,2
CC(N)c1csc(Nc2ccc(C(=O)NCCCO)cn2)n1 (stereo not drawn),1,-8,14,-27,-1,1,-7

Other structures follow:
SMILES	M4 ag	M5 antag	M5 PAM	M1 PAM	CHRM1 antagonist	TAAR1 agonist	M1 ag	CHRM5 agonist	M4 antag
COc1ccc2nc(NC(=O)c3c(C)noc3C)sc2c1	3	-1	-12	14	2	3	1	-5	-19
N#Cc1nc(COc2ccc(-c3ccccc3)cc2)oc1NCCCN1CCOCC1	15	6	-3	-11	18	-2	-2	-2	14
CCOC(=O)N1CCN(C(=O)c2ccc(S(=O)(=O)Nc3cccc(C(F)(F)F)c3)cc2)CC1	7	11	-4	-2	11	nt	2	6	7
Cc1[nH]ccc(=O)c1Cc1c(Cl)cccc1Cl	1	-1	-3	5	-14	2	-2	2	-6
O=C(CSc1nnc2ccc(-c3ccc(F)cc3)nn12)N1CCOCC1	0	-3	-1	7	-9	-2	-5	-2	-4
CCCCN(C=O)c1c(CC)nc2ccc(C(=O)NCCc3ccccn3)cn12	3	8	5	-5	11	4	-3	1	-3
CCOC(=O)c1c(NC(=O)Cc2cccs2)sc(C(=O)NC2CCCCC2)c1C	0	-2	-2	4	1	0	-3	-5	2
Cc1ccc(C(=O)N/N=C\c2sccc2C)cn1	1	23	-12	7	-14	-1	-4	-1	-8
CCCSc1nc(SCC(=O)NCc2ccccc2)c2c3c(sc2n1)COC(C)(C)C3	1	-8	1	10	1	9	9	1	4
O=C(CCc1ccc(O)c(O)c1)N/N=C/c1ccc2c(c1)OCO2	0	-11	2	1	1	1	-2	-3	3
CCN1C(=O)C2C(c3ccccc3F)NC(Cc3ccc(O)cc3)(C(=O)OC)C2C1=O (stereo not drawn)	4	4	-9	6	-3	13	0	3	2
N#CC1=C(SCC(=O)NCc2ccccc2)NC(=O)CC1c1ccco1 (stereo not drawn)	1	-1	5	8	-18	-1	-2	0	6
CCOC(=O)c1[nH]c(C)c(C(=O)Nc2ccc(Cl)cc2)c1C	0	0	-1	-6	-1	39*	-12	-4	4
O=C(c1cc2cc(F)ccc2[nH]1)N1CCN(Cc2ccc3c(c2)OCO3)CC1	3	8	-3	8	-2	3	2	0	15
C=CCNC(=O)/C(C#N)=C/c1c(C)nn(-c2ccccc2)c1Cl	1	-7	0	2	4	-2	-5	-2	-5
CCCn1cnc2cc(NCc3ccccn3)ccc21	0	2	-2	-3	8	16	-9	-1	-11
COc1ccc(Cl)cc1NS(=O)(=O)c1cccc2cccnc12	1	-1	1	4	1	-2	-2	-2	-1
CC(Oc1ccccc1F)c1nnc(SCC(=O)c2c(N)n(C3CC3)c(=O)[nH]c2=O)o1 (stereo not drawn)	2	6	5	12	-10	21	-3	5	-7
COC(=O)c1ccc(CSc2nnc(CS(=O)Cc3ccc(Br)cc3)n2-c2ccccc2)cc1 (stereo not drawn)	5	-1	2	-3	4	4	-7	-5	5
CN(C)S(=O)(=O)c1ccc(N2CCCC2)c(C(=O)Nc2ccccc2Br)c1	3	0	-1	0	2	1	-4	-3	-4
Cc1ccc(CNC(=O)CN2C(=O)CSc3ccc(S(=O)(=O)N4CCCCC4)cc32)cc1	2	3	-3	5	-9	4	-5	-5	2
CCCC1=C(C(=O)OCC)C(c2ccco2)C(C#N)=C(N)O1 (stereo not drawn)	0	2	7	6	4	0	-3	0	1
COc1ccccc1CNC(=O)N[C@@H](Cc1ccccc1)C(=O)O	1	0	2	10	-16	11	0	1	-9
COc1ccc(C)cc1NC(=O)COC(=O)C1CCN(C(=O)c2ccc(Cl)cc2)CC1	3	2	-1	4	-1	4	-4	-5	2
CCOC(=O)C(C)Sc1nnc(-c2c[nH]c3ccccc23)n1C (stereo not drawn)	2	1	-3	1	-11	2	1	1	-12
SMILES	M4 ag	M5 antag	M5 PAM	M1 PAM	CHRM1 antagonist	TAAR1 agonist	M1 ag	CHRM5 agonist	M4 antag
O=C(CN1C(=O)NC(c2ccccc2)(c2ccccc2)C1=O)NCc1cccs1	3	4	10	4	-2	-1	-3	-1	0
Cc1cc(C)n(-c2ncnc3c2oc2ccccc23)n1	1	-3	-4	7	-8	7	-3	-4	-6
O=C(OCC#CCSc1nc2ccccc2o1)c1cc2ccccc2o1	0	1	0	-5	7	11	-4	-1	7
CSc1nc(-c2ccccc2)nc(NC(C)=O)c1C(C)=O	0	7	4	7	-6	7	-4	-6	7
Cc1ccc(NS(=O)(=O)c2ccc(CCC(=O)NCCCOC(C)C)cc2)cc1	6	3	-5	-1	3	3	-5	2	-1
CCn1c(-c2csc3c2CCC(C)C3)n[nH]c1=S (stereo not drawn)	0	1	-3	-3	-3	-1	-11	-6	4
COc1ccc(NS(=O)(=O)c2cc3c(cc2C)N(C(C)=O)CCO3)cc1OC	1	-7	-2	4	-4	2	-1	2	-5
C=CCn1c(SCC(=O)c2c(C)[nH]c3ccccc23)nnc1-c1ccncc1	8	15	-8	0	-1	3	-6	1	-1
O=C(NCCC1=CCCCC1)C1CCC(CNc2c(N3CCCC3)c(=O)c2=O)CC1 (stereo not drawn)	0	7	-1	2	11	0	-5	-2	5
COc1ccc2nc(SCC(=O)Nc3c(C)cc(C)cc3C)[nH]c2c1	1	-1	0	10	-16	2	-4	-3	-3
CC1Cc2ccccc2N1C(=O)Cn1cnc2ccccc21 (stereo not drawn)	4	11	-5	5	5	9	2	4	14
COC(=O)CNC(=O)COC(=O)c1cc(F)c(F)cc1Cl	1	8	-4	3	-5	2	-2	-8	-3
COc1ccc(S(=O)(=O)N(C)C[C@@H]2Oc3c(NS(=O)(=O)c4cn(C)cn4)cccc3C(=O)N([C@@H](C)CO)C[C@@H]2C)cc1	1	0	2	3	12	17	2	0	-14
CCOC(=O)N1CCN(C(=O)c2ccc3c(c2)NC(=O)/C(=C/c2ccccc2)S3)CC1	2	-6	3	-26	17	2	-13	-1	-24
CCOc1ccc(C2/C(=C(\O)c3ccc4c(c3)OCCO4)C(=O)C(=O)N2CCN2CCOCC2)cc1OC (stereo not drawn)	3	-10	0	0	2	6	-2	0	-16
CCN(CCNC(=O)C1CCCN(S(=O)(=O)c2cnc[nH]2)C1)c1ccccc1 (stereo not drawn)	1	0	-5	0	-2	0	-4	0	1
Cc1cc(S(=O)(=O)N2CCCCC2CCNC(=O)C(=O)NCCN2CCOCC2)ccc1F (stereo not drawn)	0	-5	6	9	-13	1	-5	1	-17
COc1ccc(C(=O)Nc2cccc(C(=O)Nc3cc(C)ccn3)c2)cc1	8	-18	-1	8	-19	8	-3	7	3
CCC(=O)N1CCCc2cc(S(=O)(=O)N3CCCc4ccccc43)ccc21	4	1	-7	-14	-27	4	-4	-9	4
Nc1ccc(S(=O)(=O)c2cc(O)c3ccccc3c2O)cc1	1	2	10	9	-9	0	-1	3	-4
